High-throughput results as filed in PubChem.
SENP8 block-1 – human SENP8 protease inhibitors, primary screen, biochemical, fluorescence, Nedd8 protein substrate, uHTS; inhibition, % at 20 µM; AID 602440, 2012; Sentrin-specific protease 8 (Homo sapiens), Q96LD8; recombinant SENP8; 360,000 tested, 0.64% active; in the data active means inhibition mostly above about 40%, no sharp cut-off; inactive means mostly below about 27%
SENP8 block-2 – SENP8 protease inhibitors, primary screen, biochemical, luminescence. 330,000 tested, 1.2% active. Sentrin-specific protease 8 (Homo sapiens), Q96LD8. inhibition, % at 10 µM. AID 2540, 2010. purified SENP8, Z-RLRGG-aminoluciferin cleavage; in the data active means inhibition above about 50%
SENP6 inh – SENP6 protease inhibitors, primary screen, biochemical, luminescence, uHTS; Sentrin-specific protease 6 (Homo sapiens), Q9GZR1; Recombinant SENP6 catalytic domain, aminoluciferin luminescence; inhibition, % at 10 µM; 330,000 tested, 1.8% active; AID 2599, 2010;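 active means inhibition above about 50% at the single tested dose, limit read from the data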;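 further: plate controls were DMSO wells with enzyme for no effect and DMSO wells lacking enzyme for full effect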
Target sequence (Q9GZR1 628-1112 limits assumed): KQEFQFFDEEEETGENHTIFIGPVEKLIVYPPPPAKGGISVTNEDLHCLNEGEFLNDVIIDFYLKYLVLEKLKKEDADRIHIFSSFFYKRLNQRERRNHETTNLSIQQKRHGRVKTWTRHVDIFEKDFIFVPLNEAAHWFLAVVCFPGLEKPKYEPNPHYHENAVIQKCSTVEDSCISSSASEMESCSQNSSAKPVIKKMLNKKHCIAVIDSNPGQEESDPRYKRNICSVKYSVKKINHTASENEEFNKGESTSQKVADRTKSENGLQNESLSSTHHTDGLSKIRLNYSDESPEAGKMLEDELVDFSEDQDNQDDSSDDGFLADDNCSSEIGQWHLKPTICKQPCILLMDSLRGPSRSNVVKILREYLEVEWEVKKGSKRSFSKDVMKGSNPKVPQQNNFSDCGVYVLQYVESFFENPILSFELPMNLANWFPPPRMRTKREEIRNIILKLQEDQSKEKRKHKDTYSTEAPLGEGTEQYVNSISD
Apaf1 inhib – inhibitors of human Apaf-1 apoptosome, primary screen, biochemical, DEVD-Rh110 fluorescence, uHTS | Apoptotic protease-activating factor 1 (Homo sapiens), O14727 | reconstituted apoptosome caspase-3 activity | inhibition, % at 20 µM | 330,000 tested, 0.71% active; active means inhibition of at least 40% at 20 µM;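 further: plate controls were DMSO wells for no effect and DEVD-CHO caspase inhibitor wells for full effect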
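System – cell-free apoptosome with Apaf-1, procaspase-3 and caspase-9 · Buffer or medium – pH 7.5 Hepes buffer with CHAPS, BSA, DTT · Also added – cytochrome c with DEVD-Rh110 · Times – 30 min compound preincubation, 50 min activation, room temperature · Technique – Rh110 fluorescence intensity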
SENP1 inh – human SENP1 catalytic domain inhibitors, primary screen, biochemical, FRET, uHTS | Sentrin-specific protease 1 (Homo sapiens), Q9P0U3 | recombinant SENP1 catalytic domain, CyPet-SUMO1-YPet FRET cleavage | inhibition, % at 10 µM | 360,000 tested, 0.21% active | AID 624204, 2012;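 active means inhibition at least 30% at 10 µM, raw YFP signal under a set limit, fluorescence ratio 0.5 to 1.5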;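 further: 0% = enzyme with DMSO and 100% = no enzyme wells; some results filed as inactive read as strong as hits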
Target sequence (Q9P0U3 419-644 limits assumed): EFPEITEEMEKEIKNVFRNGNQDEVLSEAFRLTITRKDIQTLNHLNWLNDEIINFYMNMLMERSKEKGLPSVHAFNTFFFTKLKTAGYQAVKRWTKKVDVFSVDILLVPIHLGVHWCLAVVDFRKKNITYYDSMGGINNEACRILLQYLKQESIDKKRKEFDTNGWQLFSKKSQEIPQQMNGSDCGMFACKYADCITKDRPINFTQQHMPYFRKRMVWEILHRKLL
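System: Recombinant human SENP1 catalytic domain, His6-tagged | Incubation: Enzyme reaction for 50 min at room temperature, dark | Medium: Tris pH 8 with BME, BSA, NP40 and catalase | Also added: 25 nM SUMO1 FRET substrate | Compound: 10 µM single point, 0.5% DMSO | Measured by: FRET fluorescence in CFP and YFP emission channels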
HKDC1 inh – HKDC1 hexokinase inhibitors, primary screen, biochemical, fluorescence, uHTS. Q2TB90. recombinant HKDC1, G6PDH/diaphorase resazurin coupled fluorescence. inhibition, % at 20 µM. 340,000 tested, 0.16% active. AID 493160, 2011;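 active means inhibition above about 35% when tested at 20 µM, limit read from the data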;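 further: plate controls were DMSO wells with enzyme for no effect and DMSO wells lacking enzyme for full effect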
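Test system: HK5 enzyme. Quantity: 5 µg/mL HK5 final. Reagent: glucose and ATP substrates. Schedule: 90 min reaction incubation at room temperature, dark. Technique: resazurin-to-resorufin fluorescence via G6PDH and diaphorase coupling, 525/613 nm. Control set: DMSO wells with and without enzyme mix.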
PfGluPho inh – PfG6PD enzyme inhibitors, primary screen, biochemical, fluorescence intensity, uHTS. 350,000 tested, 0.78% active. AID 504690, 2011. glucose-6-phosphate dehydrogenase-6-phosphogluconolactonase (Plasmodium falciparum 3D7). inhibition, % at 20 µM. PfGluPho enzyme, NADPH resazurin-diaphorase fluorescence;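 active means inhibition reaching at least a set limit at 20 µM in the primary screen, cut at about 59% in these data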;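 further: 0% = DMSO wells with substrate and 100% = DMSO wells lacking glucose-6-phosphate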
SENP7 inh – SENP7 protease inhibitors, primary screen, biochemical, luminescence, uHTS; Sentrin-specific protease 7 (Homo sapiens), Q9BQF6; recombinant SENP7, Z-RLRGG-aminoluciferin luminescence, 40 min; inhibition, % at 5 µM; 330,000 tested, 1.5% active; AID 434973, 2010;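 active means inhibition above about 50% at the single test dose, limit read from the data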;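 further: plate controls were DMSO with enzyme for no effect and no enzyme buffer wells for full effect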
Target sequence (Q9BQF6 706-1050 limits assumed): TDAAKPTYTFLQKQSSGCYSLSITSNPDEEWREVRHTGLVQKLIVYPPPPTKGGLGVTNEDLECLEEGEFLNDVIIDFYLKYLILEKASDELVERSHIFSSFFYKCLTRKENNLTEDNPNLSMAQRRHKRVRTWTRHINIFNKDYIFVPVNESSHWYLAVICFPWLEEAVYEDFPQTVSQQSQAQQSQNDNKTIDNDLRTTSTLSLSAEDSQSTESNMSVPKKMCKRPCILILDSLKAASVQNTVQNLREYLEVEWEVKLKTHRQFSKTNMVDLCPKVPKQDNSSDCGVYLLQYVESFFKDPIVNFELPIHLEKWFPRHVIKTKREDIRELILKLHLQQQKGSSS
NALP3 yeast inh – NALP3 inflammasome inhibitors in reconstituted yeast, primary screen, luminescence, uHTS. AID 2825, 2010. inhibition, % at 10 µM. Yeast reconstituted NLRP3/ASC/caspase-1, beta-gal luminescence, 24 h. 330,000 tested, 0.39% active;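 active means inhibition of 50% or more; inactive means inhibition below 50%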;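 further: plate controls were induced DMSO wells for no effect and uninduced yeast grown without galactose for full effect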
The depositor's hits bear a star; i = inactive; . = no result given.

SMILES	SENP8 block-1	SENP8 block-2	SENP6 inh	Apaf1 inhib	SENP1 inh	HKDC1 inh	PfGluPho inh	SENP7 inh	NALP3 yeast inh
O=C1C2C3C=CC(C3)C2C(=O)N1c1cccc2ccccc12 (stereo not given)	6	-11	-12	4	-1	1	6	0	22
Cc1ccc(-n2cc(CN3CCCN(C=O)CC3)c(-c3ccc(F)cc3)n2)cc1	5	-7	0	13	1	-11	-2	7	13
COc1ccc(CC(=O)Oc2ccc(F)cc2)cc1	11	-2	-10	6	1	2	12	-1	7
CCOC(=O)c1ccc(NC(=O)CNC(=O)c2ccccc2)cc1	12	0	11	-2	2	-6	-27	0	2
CCC(CC)C(=O)Nc1ccc(-c2cn3cccnc3n2)cc1	-290	-9	9	5	-3	9	-4	4	-6
C/C(=C\C(=O)c1c(O)cc(C)oc1=O)N(C)C	2	-2	-9	7	-6	-11	-6	0	11
Cc1onc(-c2c(Cl)cccc2Cl)c1C(=O)NCc1ccccn1	11	0	13	-17	-2	-12	-6	-2	-4
Cn1ncc2c(NNC(=O)c3ccccc3Cl)ncnc21	15	-7	-25	-6	2	-11	9	-6	7
Cc1cc(NS(=O)(=O)c2ccc(NC(=O)CCCOc3ccc(Cl)cc3)cc2)no1	20	5	16	9	3	2	-45	5	-4
CC1CCN(CC(=O)c2c[nH]c3ccccc23)CC1	3	-7	-4	1	-8	-2	-9	0	14
Cc1ccc(NC(=O)COC(=O)Cc2csc(-c3cccc(F)c3)n2)cc1C	6	-1	-21	4	2	-10	10	0	10
COc1ccc2c(C#CCCO)c(-c3ccc(S(C)(=O)=O)cc3)sc2c1	i	-13	-16	11	-13	4	4	-2	25
CNC(=O)CSc1nnnn1CCCOC	22	-1	-12	0	-1	0	-2	10	-2
O=C(c1ccco1)N1CCN(C(c2ccccn2)c2nnnn2C2CCCC2)CC1 (stereo not given)	6	-5	-5	-9	-9	-9	1	-3	1
CCOc1ccccc1NC(=O)c1cccnc1	24	0	-20	1	3	-7	-12	-1	-5
COc1ccc(CN=C2Nc3ccccc3CS2)cc1	6	80*	92*	2	2	3	-7	85*	32
O=C(NCCc1ccc(Cl)cc1)c1ccc2nccnc2c1	1	0	8	3	-2	-2	2	-1	20
Nc1nnc(SCC(=O)NNC(=O)c2ccccc2F)s1	14	3	-4	-6	0	-3	-15	5	0
COc1ccccc1CN(C)C(C)C(=O)Nc1cccc(C(C)=O)c1 (stereo not given)	9	3	1	-8	-3	6	1	1	16
C#CCSc1n[nH]c(-c2ccco2)n1	19	2	0	3	3	-1	-2	9	10
CCOC(=O)C1=C(C)OC(N)=C(C#N)C1c1cc(OC)c2c(c1)OCO2 (stereo not given)	-219	2	9	-12	-5	-2	-10	-3	15
Cc1cc(=O)oc2cc(OC(C)C(=O)NCC3CCCO3)ccc12 (stereo not given)	-258	4	-7	-12	0	0	-7	-5	12
O=S(=O)(c1cccc(F)c1)N1CCN(c2nc(-c3cccnc3)nc3ccccc23)CC1	-73	-10	-11	23	-1	3	5	-4	23
COc1ccc(NC(=O)C2CCOC2=O)cc1 (stereo not given)	6	-6	-21	-10	0	-7	4	1	6
Cc1ccc(NC(=O)Cn2cnc3c(=O)n(C)c(=O)n(C)c32)c(C)c1	30	-1	-17	14	-2	2	-8	-3	6
O=C(O)CN1C(=O)COc2cc(S(=O)(=O)N3CCCC3)ccc21	10	3	-7	-13	3	-6	3	-3	4
Cn1ncc2c(=O)[nH]nnc21	11	.	.	.	1	-8	3	.	.
Cc1ccc(-c2nc(CS(=O)(=O)CC(=O)Nc3cc(F)ccc3F)c(C)o2)cc1	9	-13	-15	14	0	-3	8	7	1
COc1ccc(Cl)cc1NC(=O)CSc1nnc(Cn2c(=O)sc3ccccc32)n1C	17	12	0	-3	2	-5	42	-1	3
CC(=O)NCCc1ccc(S(=O)(=O)N2CCN(c3nc(-c4ccccc4)c(C)s3)CC2)cc1	5	-2	0	3	1	-2	2	1	17

15 neighbouring entries already listed:
SMILES	SENP8 block-1	SENP8 block-2	SENP6 inh	Apaf1 inhib	SENP1 inh	HKDC1 inh	PfGluPho inh	SENP7 inh	NALP3 yeast inh
COc1ccc(CN=C2Nc3ccccc3CS2)cc1	6	80*	92*	2	2	3	-7	85*	32
O=C(NCCc1ccc(Cl)cc1)c1ccc2nccnc2c1	1	0	8	3	-2	-2	2	-1	20
Nc1nnc(SCC(=O)NNC(=O)c2ccccc2F)s1	14	3	-4	-6	0	-3	-15	5	0
COc1ccccc1CN(C)C(C)C(=O)Nc1cccc(C(C)=O)c1 (stereo not given)	9	3	1	-8	-3	6	1	1	16
C#CCSc1n[nH]c(-c2ccco2)n1	19	2	0	3	3	-1	-2	9	10
CCOC(=O)C1=C(C)OC(N)=C(C#N)C1c1cc(OC)c2c(c1)OCO2 (stereo not given)	-219	2	9	-12	-5	-2	-10	-3	15
Cc1cc(=O)oc2cc(OC(C)C(=O)NCC3CCCO3)ccc12 (stereo not given)	-258	4	-7	-12	0	0	-7	-5	12
O=S(=O)(c1cccc(F)c1)N1CCN(c2nc(-c3cccnc3)nc3ccccc23)CC1	-73	-10	-11	23	-1	3	5	-4	23
COc1ccc(NC(=O)C2CCOC2=O)cc1 (stereo not given)	6	-6	-21	-10	0	-7	4	1	6
Cc1ccc(NC(=O)Cn2cnc3c(=O)n(C)c(=O)n(C)c32)c(C)c1	30	-1	-17	14	-2	2	-8	-3	6
O=C(O)CN1C(=O)COc2cc(S(=O)(=O)N3CCCC3)ccc21	10	3	-7	-13	3	-6	3	-3	4
Cn1ncc2c(=O)[nH]nnc21	11	.	.	.	1	-8	3	.	.
Cc1ccc(-c2nc(CS(=O)(=O)CC(=O)Nc3cc(F)ccc3F)c(C)o2)cc1	9	-13	-15	14	0	-3	8	7	1
COc1ccc(Cl)cc1NC(=O)CSc1nnc(Cn2c(=O)sc3ccccc32)n1C	17	12	0	-3	2	-5	42	-1	3
CC(=O)NCCc1ccc(S(=O)(=O)N2CCN(c3nc(-c4ccccc4)c(C)s3)CC2)cc1	5	-2	0	3	1	-2	2	1	17

The results go on.
SMILES	SENP8 block-1	SENP8 block-2	SENP6 inh	Apaf1 inhib	SENP1 inh	HKDC1 inh	PfGluPho inh	SENP7 inh	NALP3 yeast inh
Cc1ccc2cccc(S(=O)(=O)n3nc(C)cc3C)c2n1	4	6	-10	-8	3	-7	46	0	6
CCOC(=O)COc1ccc(S(=O)(=O)NCc2cccnc2)cc1	20	-3	7	-19	-1	-8	8	7	16
CCc1ccc(/C=C2\SC(=S)N(CCC(=O)N3CCN(C)CC3)C2=O)cc1	18	-13	-9	18	1	-12	2	-6	12
COC(c1ccccc1)c1nnc(CCC(=O)N2CCCCCCC2)o1 (stereo not given)	13	3	0	-11	-2	18	-26	9	17
CC(C)NC(=O)C1CCN(C2CCN(C(=O)C3=CCCC3)CC2)CC1	1	-4	-2	-7	-8	-15	14	-17	-7
CC(=O)Nc1ccc(-c2csc(NCc3ccccc3)n2)cc1	5	3	-10	-4	1	3	21	-6	30
Cc1ccc(-n2nc3c(c2NC(=O)c2ccc4c(c2)OCO4)CS(=O)(=O)C3)cc1C	2	-14	-5	-10	0	-1	-9	1	3
Cc1nn(-c2ccc([N+](=O)[O-])cc2)c2c1C(c1ccc(OC(F)F)cc1)N1C(=N2)C(=O)Nc2ccccc21 (stereo not given)	-59	-8	-19	18	-36	-5	-8	-9	12
Cc1ccc(NC(=O)Cc2nn(C)c(=O)c3ccccc23)cc1F	29	-10	4	-1	4	3	-10	-7	25
Cc1ccc(S(=O)(=O)NCC(=O)NC2CCCCCC2)cc1	-2	-2	-5	-6	1	-16	-2	-11	-5
O=C1NC(Cc2ccccc2)C(=O)N1Cc1ccccc1 (stereo not given)	5	.	.	.	1	-5	0	.	.
O=C(CSc1nc2[nH]ncc2c(=O)n1-c1ccccc1)N1CCCc2ccccc21	.	-1	11	-6	.	-6	10	3	1
O=C(Nc1cccc(O)c1)c1ccc(Br)cc1	20	24	17	5	1	-9	16	50	14
O=C(CCC(=O)N(CC(=O)NC1CCCC1)Cc1cccs1)Nc1nccs1	4	-4	-3	3	-1	-6	3	1	-2
O=[N+]([O-])c1ccc(NCCCN2CCOCC2)c(Cl)c1	16	-2	1	-13	2	-7	-3	-3	40
COCCN(C(=O)COC(=O)/C=C/c1ccco1)c1c(N)n(Cc2ccccc2)c(=O)[nH]c1=O	-3	-7	-6	0	-3	-3	5	-8	14
O=C(CN1C(=O)NC2(CCCC2)C1=O)N1CCN(c2cccc(C(F)(F)F)c2)CC1	12	2	-3	5	0	-3	8	-2	13
Cc1cnc(C)c(N2CCC(C(=O)NCc3cccs3)CC2)n1	-46	5	-7	-3	-3	1	-11	14	5
CCCc1c(C(=O)N/N=C/c2cccs2)nnn1-c1nonc1N	3	1	-11	2	0	-1	2	1	-3
COc1ccc(OC)c(Nc2nc(-c3sc(NC(=O)C(C)(C)C)nc3C)cs2)c1	-160	5	-10	11	-22	-2	22	-4	10
CN(C)S(=O)(=O)N1CCN(CC(=O)Nc2ccc(F)cc2)CC1	6	5	13	-2	0	-7	-10	0	28
COc1ccc(Cl)cc1S(=O)(=O)n1cnc2ccccc21	2	-6	-2	15	8	0	-7	-8	2
COCCN(CCOC)S(=O)(=O)c1ccc(C(=O)Nc2nnc(COC)o2)cc1	15	-4	8	0	-2	-4	2	3	2
CN1CCN(NC(=S)NC2CCCCC2)CC1	9	0	-17	11	2	-6	1	2	-6
CC(C)CNC(=S)N(CCO)Cc1cc2cc3c(cc2[nH]c1=O)OCO3	-420	-8	7	-13	2	3	5	6	8
CS(=O)(=O)c1ccc(C(=O)OCC(=O)Nc2cccnc2Cl)cc1[N+](=O)[O-]	-7	-1	4	3	3	6	5	-3	10
Cn1c(Cn2c(=O)sc3ccccc32)nnc1SCC(=O)N1CCN(c2ccccc2)CC1	0	1	5	9	-1	-7	10	-2	16
